EP2 antag: blocks the human prostaglandin E2 receptor EP2. P43116. C6 glioma cells expressing human EP2, cAMP TR-FRET; cells stimulated with saturating PGE2. inhibition, % at 25 µM. 260,000 compounds, 0.52% hits. AID 1422;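 active = percent inhibition above 40 after rounding to a whole number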;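 also: rat C6 glioma host cells with rolipram phosphodiesterase inhibitor present; the protocol text gives 20 µM as final concentration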
RBBP9 inhibitor: blocks human serine hydrolase RBBP9. O75884. recombinant RBBP9, FP-Rh probe fluorescence polarization. inhibition, % at 7.94 µM. 220,000 compounds, 0.2% hits. AID 1515;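 active = inhibition above the campaign mean of all tested compounds plus 3 SD, cut at about 14% in these data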;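 also: plate controls were DMSO wells with RBBP9 for no effect and wells lacking RBBP9 protein for full effect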
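Controls: DMSO-treated enzyme wells and wells lacking RBBP9 | Material: RBBP9 protein | Technique: Fluorescence polarization | Replication: Single well per compound, no replicates | Buffer or medium: Tris-NaCl-Pluronic buffer, pH 8.0 | Timing: 30 min compound preincubation, 45 min probe labeling, 25 °C | Read-out basis: Percent inhibition from mP, scaled between DMSO and no-protein wells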
BaF3 tox: counter-screen for JAK2V617F inhibitors: parental Ba/F3 viability inhibitors | inhibition, % at 5.6 µM | 220,000 compounds, 1.1% hits | CellTiter-Glo ATP luminescence;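 active = inhibition above a per-campaign cutoff, the mean inhibition of all tested compounds plus 3 SD, cut at about 27% in these data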;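 also: 0% = DMSO wells and 100% = JAK Inhibitor I control wells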
PPC-1+TRAIL kill: kills PPC-1 cancer cells in the presence of TRAIL | PPC-1 cells + TRAIL, ATPLite viability luminescence | cell killing (% activity), % at 4 µM | 220,000 compounds, 0.41% hits;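 active = cell killing above 50% in the first pass at 4 µM, then a duplicate retest at 5 µM averaging 50% or more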;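 also: plate controls were cells with TRAIL plus DMSO for no effect and medium-only wells lacking cells for full effect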
Furin inhibitor: inhibitors of human furin | purified furin, fluorogenic substrate cleavage | inhibition, % at 30 µM | P09958 | 220,000 compounds, 0.061% hits | AID 463115; in the data active = inhibition above about 25%; also: inactives centre near -15
Target sequence (P09958 108-714 limits assumed): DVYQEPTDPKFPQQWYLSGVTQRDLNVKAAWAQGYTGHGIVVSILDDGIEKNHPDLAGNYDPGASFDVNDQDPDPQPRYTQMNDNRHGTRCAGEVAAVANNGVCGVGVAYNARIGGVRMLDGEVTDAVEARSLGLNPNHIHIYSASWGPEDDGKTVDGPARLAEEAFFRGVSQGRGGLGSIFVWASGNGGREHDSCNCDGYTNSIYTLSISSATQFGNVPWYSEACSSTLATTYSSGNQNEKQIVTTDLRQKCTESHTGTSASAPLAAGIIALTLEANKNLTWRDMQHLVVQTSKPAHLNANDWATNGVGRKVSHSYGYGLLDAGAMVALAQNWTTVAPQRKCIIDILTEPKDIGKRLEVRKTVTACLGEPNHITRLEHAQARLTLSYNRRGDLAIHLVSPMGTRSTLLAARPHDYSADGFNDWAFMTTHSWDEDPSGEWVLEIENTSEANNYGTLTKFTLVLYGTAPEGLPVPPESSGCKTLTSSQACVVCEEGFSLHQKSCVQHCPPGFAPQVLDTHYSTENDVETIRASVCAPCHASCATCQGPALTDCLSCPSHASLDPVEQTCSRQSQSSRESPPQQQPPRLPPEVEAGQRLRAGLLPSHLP
Ba/F3 V617F tox: loss of viability in JAK2V617F-driven Ba/F3 cells. Ba/F3 EpoR-JAK2V617F viability, ATP luminescence. inhibition, % at 5.6 µM. 220,000 compounds, 1.1% hits. AID 1446;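 active = inhibition above the campaign mean plus 3 SD over all tested compounds, cut at about 24% in these data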;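 also: cytokine-independent growth of Ba/F3 cells driven by EpoR plus mutant JAK2; 0% = DMSO-treated cells and 100% = JAK inhibitor I control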
Tb hexokinase: T. brucei hexokinase 1 inhibition; recombinant TbHK1, G6PDH-coupled NADH A340; inhibition, % at 10 µM; 220,000 compounds, 0.11% hits; AID 1430;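 active = inhibition of 50% or more in the single-dose primary screen; inactive = inhibition below 50%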
p47phox inh: blocks human p47phox regulatory protein of NADPH oxidases; p47phox/p22phox peptide binding, fluorescence polarization, 2 h; inhibition, % at 24.7 µM; 220,000 compounds, 0.53% hits; AID 1274;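 active = inhibition above about 30%, limit read from the data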;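 also: 0% = p47phox with labelled peptide and 100% = labelled peptide alone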
Target sequence (P14598 whole entry, looked up): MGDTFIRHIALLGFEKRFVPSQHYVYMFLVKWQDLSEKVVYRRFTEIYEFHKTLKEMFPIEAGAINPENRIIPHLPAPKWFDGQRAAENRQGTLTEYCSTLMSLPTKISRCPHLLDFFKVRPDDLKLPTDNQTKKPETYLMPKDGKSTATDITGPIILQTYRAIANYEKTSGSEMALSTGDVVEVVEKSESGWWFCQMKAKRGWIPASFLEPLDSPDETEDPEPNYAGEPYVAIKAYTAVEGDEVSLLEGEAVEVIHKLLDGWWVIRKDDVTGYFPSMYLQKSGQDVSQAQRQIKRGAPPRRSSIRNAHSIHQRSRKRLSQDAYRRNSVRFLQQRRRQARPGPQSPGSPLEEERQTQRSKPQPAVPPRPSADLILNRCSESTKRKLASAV
p97 ATPase inh: human p97 ATPase inhibition; recombinant p97 ATPase, Kinase-Glo ATP luminescence, 3 h; inhibition, % at 8 µM; 220,000 compounds, 0.42% hits; AID 1481; in the data active = inhibition above about 15%;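 also: 0% = DMSO vehicle and 100% = wells lacking enzyme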
Starred values were filed as active, the others as inactive; / = no result given; & = joins results of further samples; [ ] = another dose, or the depositor's remark. Not all compounds are listed, so the mix of outcomes need not match the whole.

SMILES	EP2 antag	RBBP9 inhibitor	BaF3 tox	PPC-1+TRAIL kill	Furin inhibitor	Ba/F3 V617F tox	Tb hexokinase	p47phox inh	p97 ATPase inh
CC(NC(=O)C1CCCN1C(=O)OCc1ccccc1)c1ccccc1 (stereo unspecified)	9	-6	8	6	-31	2	-11	-2	2
O=C(c1cnccn1)N1CCc2ccccc21	7	-4	3	0	-12	-4	-3	-5	10
CC1(C)c2ccccc2-c2nc3ccccc3cc2C1O (stereo unspecified)	4	4	3	21	-18	-2	-22	-12	-3
COc1ccc(C2C(C(=O)/C=C/c3ccco3)=C(O)C(=O)N2CCN2CCOCC2)cc1 (stereo unspecified)	10	-1	0	9	-19	-3	-13	-32	2
O=C(N/N=C/c1[nH]c2ccccc2c1Cl)c1cccc(Br)c1	3	-11	-2	26	-25	5	-50	-53	-4
CS(=O)(=O)C1=C(O)C(=O)N(CCCC(=O)O)C1c1ccccc1F (stereo unspecified)	7	-3	8	1	-10	3	12	-9	-3
CCOc1ccc(C(CCc2ccccc2)NC(=O)c2ccccc2)cc1OCC (stereo unspecified)	6	-6	4	9	-13[20 µM]	-3	-16	-13	4
CC(=O)c1ccc(N2CCN(S(=O)(=O)c3cccc(S(=O)(=O)N4CCOCC4)c3)CC2)cc1	10&5	0	7	15	-23[20 µM]	-1	-28	23	3
C/C(=N/NC(=O)c1ccncc1)C1=C(O)CC(C)(C)CC1=O	4	-7	11	16	-18	4	-15	-2	-3
O=C(COc1ccc(Cl)cc1)NC1=NN(c2ccccc2)C(=O)C1	5	-4	5	10	-18	0	-3	-12	3
CS(=O)(=O)N1N=C(c2ccc(Cl)cc2)CC1c1cccs1 (stereo unspecified)	5	-3	4	-5	-15[20 µM]	-1	3	-5	-4
CCS(=O)(=O)N1CCCC(C(=O)NCCCN(C)Cc2ccccc2)C1 (stereo unspecified)	9	-8	1	15	-15[20 µM]	-2	-10	-18	3
CSc1nc2ccc(S(=O)(=O)N(C)C)cc2s1	8	1	4	12	-16[20 µM]	-4	-8	2	4
O=C(Nc1cc(Sc2ccccn2)cc([N+](=O)[O-])c1)c1cccc(Cl)c1	3	-36	1	9	-11	2	0	-5	-2
Cc1nnc(C)n1/N=C/c1ccc(O)cc1	10	-1	4	-5	-3[20 µM]	1	-45	-11	5
O=C(NNC(=O)c1ccc(Cl)cc1Cl)Nc1ccccc1	4	-7	10	10	-8	5	6	-12	-5
CCOC(=O)c1oc2cccc(O)c2c1C	7	-4	1	22	-16[20 µM]	2	-6	-20	-3
O=C(c1cccs1)N1CCn2c1nc1ccccc12	14	-8	4	28	1	1	-7	19	-8
CCC(C)n1ncn(-c2ccc(N3CCN(c4ccc(O)cc4)CC3)cc2)c1=O (stereo unspecified)	12	0	8	21	-7	33*	-5	-5	0
CCCCCCNC(=O)CCNC(=O)c1cc(OC)c(OC)c(OC)c1	6	-3	5	9	-28	0	0	-7	1
CC(C)C(C(=O)Nc1ccc(N2CCOCC2)cc1)N1C(=O)c2ccccc2C1=O (stereo unspecified)	9	3	60*	-27	-17	-2	-5	-14	2
O=c1c(-c2cccc([N+](=O)[O-])c2)[n+]([O-])c2ccccc2n1O	5	1	-1	8	-7	-1	-24	-7	4
CC(=O)c1cccc(NC(=O)/C=C/c2ccc([N+](=O)[O-])s2)c1	9	-4	7	5	-27	101*	0	-5	4
Cc1ccc(OCC(=O)NNC(=O)C2CCN(c3ncccn3)CC2)cc1	8&13	0	0	16	-13	-2	-4	-11	0
Cn1c(=O)oc2cc(S(=O)(=O)NC3CCN(Cc4ccccc4)CC3)ccc21	11	-6	2	/	-24	-3	1	-3	5
N=C1CCCN1CC(=O)c1ccc(Br)cc1	5	-7	-3	6	-18	-1	3	6	1
Cc1ccccc1-c1nc(P(=O)(c2ccccc2)c2ccccc2)c(N2CCOCC2)o1	9	-8	3	16	-15	-5	-26	-14	-8
c1ccc(C(c2nnnn2C2CCCC2)N2CCN(c3nc4ccccc4s3)CC2)cc1 (stereo unspecified)	15	-16	2	10	-4[20 µM]	3	6	-6	-6
O=C(O)c1cccn2c(=O)c3ccccc3nc12	11	-2	9	6	-12	0	-24	-3	3
O=C(Nc1ccccc1N1CCOCC1)c1cnccn1	/	1	3	8	-15[20 µM]	-3	-8	-13	-1
CCOc1ccc(Oc2ccccc2NC(=O)CCNC(C)=O)cc1	8	0	7	9	-32	2	-1	-9	1
CC1CN(C(=O)Cc2ccc(-c3ccccc3)cc2)CC(C)O1 (stereo unspecified)	8	-1	4	18	-22[20 µM]	4	0	-14	-7
Cc1nn(C)cc1/C=C1\SC(=S)NC1=O	6	-6	5	23	0[20 µM]	5	-7	-26	-3
CC(C)NC(=O)CC(=O)N/N=C/c1ccc(Br)cc1	13	-2	-2	13	-11[20 µM]	-1	-2	-4	2
N=c1c2c3c(sc2nc2n1CCC2)CCCC3	2	-2	2	2	-7	4	3	-4	-4
Cc1cc(NS(=O)(=O)c2ccc(NC(=O)c3cccc(OC(F)F)c3)cc2)nc(C)n1	7	-2	0	2	-16	-1	-1	-10	5
CC1(C)C(=O)Nc2ccccc2N1C(=O)CN1C(=O)c2ccccc2C1=O	7	-7	-1	-10	-16	0	2	-3	0
CCOc1ccc(NCc2nnc(SCc3ccc(Cl)cc3)n2-c2ccccc2)cc1	10	0	8	-3	-10	3	0	-10	-5
Cc1nnc(SCC(=O)N2CCC(Cc3ccccc3)CC2)n(N)c1=O	11	-3	6	6	-28[20 µM]	-3	1	0	1
CCN(CC)S(=O)(=O)c1ccc(-c2nnc(SCC(=O)N3c4ccccc4CC3C)n2CC)cc1 (stereo unspecified)	8	1	9	4	-2	3	32	-16	0
Nc1ncnc(Sc2ncccn2)c1[N+](=O)[O-]	13	-3	-1	-4	-32	1	-19	-9	2
CCOc1ccc(CNC(=S)N/N=C\c2ccc([N+](=O)[O-])cc2)cc1	17	-1	2	28	-23[20 µM]	0	-12	-1	-1
COc1ccc(-c2nn(-c3ccccc3)cc2/C=N/NC(=O)c2ccc(Br)o2)cc1	28	-17	5	15	-23[20 µM]	2	-27	-17	-3
Cc1cc(NC(=O)Cn2nnc3sc4c(c3c2=O)CCCC4)no1	11	-8	0	-4	-27	-4	-3	4	3
CCOC(=O)c1ccccc1NC(=O)C(C)Oc1ccccc1 (stereo unspecified)	14	2	4	9	-5	-2	2	-7	-4
CC(C)[C@H](NC(=O)c1ccccc1)C(=O)OCC(=O)NCc1ccc(F)cc1	3	3	4	0	-27	-4	1	-7	3
CC(Oc1ccc(F)cc1)C(=O)Nc1sc2c(c1C(=O)NCc1cccnc1)CCCC2 (stereo unspecified)	16	-1	4	-21	-20[20 µM]	2	-1	-14	2
COc1ccc(/C=C/C(O)=C2/C(=O)N(C)C3(C)CC2c2ccccc2O3)cc1 (stereo unspecified)	7	-11	2	20	-5	2	-32	-9	-6
O=C(C[n+]1ccccc1)N/N=C/c1ccco1	9	-5	0	18	-8	0	-9	4	-2
CC(C)(C)c1ccc(NC(=O)Nc2ccc(F)cc2)cc1	8	-5	4	48	-17	1	-3	-4	-3
CN(C)c1nnnn1-c1ccccc1Oc1ncc(C(F)(F)F)cc1Cl	3	-2	-1	5	-6	-7	1	2	1
Cc1cccc(CC(Cc2nc3ccccc3[nH]2)c2nc3ccccc3[nH]2)c1 (stereo unspecified)	13	-9	1	-6	-11[20 µM]	-2	7	-8	0
COc1ccccc1C1CC(=O)NC(C)=C1C(=O)OC(C)C (stereo unspecified)	7	0	-3	-1	-12	-5	1	1	2
CCOc1ccccc1N(CC(=O)NC(C)(C)C)C(=O)Cn1nnc(-c2ccc(C)o2)n1	9	2	5	6	-23	-1	3	-8	0
Cc1ccc(S(=O)(=O)CCc2nc3ccccc3n2CCC#N)cc1	9	0	7	-2	-19[20 µM]	12	-5	1	-2
OCC1(Cc2ccccc2)CCN(Cc2cc3ccccc3o2)CC1	9	-1	9	8	-25	5	-11	-1	-1
Nc1nnc(-c2cc3ccccc3oc2=O)s1	23	-2	3	30	-15[20 µM]	-3	-23	-12	2
COc1ccc(CCC(=O)Nc2nc3ccccc3[nH]2)cc1	3	-1	-1	15	-12[20 µM]	-3	-10	-4	1
c1ccc2c(c1)CCOC2CNCCCN1CCCCC1 (stereo unspecified)	13	-12	7	1	-11[20 µM]	5	2	11	0
COC(=O)c1ccccc1N(C)S(C)(=O)=O	4	1	8	5	-1[20 µM]	7	8	-22	-5

Brought forward from above: three entries, followed by the next part.
SMILES	EP2 antag	RBBP9 inhibitor	BaF3 tox	PPC-1+TRAIL kill	Furin inhibitor	Ba/F3 V617F tox	Tb hexokinase	p47phox inh	p97 ATPase inh
COc1ccc(CCC(=O)Nc2nc3ccccc3[nH]2)cc1	3	-1	-1	15	-12[20 µM]	-3	-10	-4	1
c1ccc2c(c1)CCOC2CNCCCN1CCCCC1 (stereo unspecified)	13	-12	7	1	-11[20 µM]	5	2	11	0
COC(=O)c1ccccc1N(C)S(C)(=O)=O	4	1	8	5	-1[20 µM]	7	8	-22	-5
CCOC(=O)C1C(=O)OC(C)(C)C1C(CC)C(=O)c1ccccc1 (stereo unspecified)	6	-3	6	-1	-32	0	-1	-5	0
COc1ccccc1N1CCN(C(=O)COc2cccc(C)c2C)CC1	4	-5	1	11	-25	-1	2	-5	0
CCOCCCNC(=O)/C(C#N)=C/c1ccc(Cl)c([N+](=O)[O-])c1	14	-5	6	30	-6	6	7	1	-6
CCCn1c(SCC(=O)N2CCN(S(=O)(=O)c3ccc(Cl)cc3)CC2)n[nH]c1=O	11	5	8	2	-15	4	-1	-8	0
CCSc1cnc(-c2ccccc2)n1CC	11	-2	2	27	-17	0	0	-11	-5
CCOC(=O)COc1ccc(S(=O)(=O)NCc2cccnc2)cc1	12	1	3	-3	-10[20 µM]	2	4	-14	4
COC(=O)Nc1ccc(S(=O)(=O)N2CCCc3cccc(O)c32)cc1	14	0	12	-13	-28	4	0	-7	1
On1onc2c3cc(-c4ccccc4)nc3ccc21	/	13	97*	24[5 µM]	-23[20 µM]	100*	-3	1	4
CCOC(=O)N1CCC(Nc2c(NCCCN3CCN(c4ccc(OC)cc4)CC3)c(=O)c2=O)CC1	4	0	-2	16	11	1	-1	-7	-2
O=[N+]([O-])c1cc(-n2cnnn2)ccc1N1CCC(Cc2ccccc2)CC1	5	-1	6	18	-12	0	6	-5	-9
O=C(C1CCCN(S(=O)(=O)c2cnc[nH]2)C1)N1CC(=O)N(CCc2ccccc2)C(=O)C1 (stereo unspecified)	14	-2	5	-8	-11	-2	0	2	4
COC(=O)c1cc(=O)n(Cc2ccc3c(c2)OCO3)c(=Nc2ccc(F)cc2)s1	6	-7	5	-8	-15	2	-6	-8	-10
O=C(CCSCCC(=O)NCC1CCCO1)NCC1CCCO1 (stereo unspecified)	4	5	3	7	-19[20 µM]	-1	4	-6	3
CCOC(=O)c1cc2c(=O)n3ccccc3nc2n(CCOC)c1=NC(=O)c1c(-c2c(F)cccc2Cl)noc1C	17	-7	5	2	0	6	4	-18	0

3 compounds already listed, arranged by their value in p47phox inh, low to high:
| molecule | p47phox inh |
| --- | --- |
| COc1ccc(C2C(C(=O)/C=C/c3ccco3)=C(O)C(=O)N2CCN2CCOCC2)cc1 (stereo unspecified) | -32 |
| CCCn1c(SCC(=O)N2CCN(S(=O)(=O)c3ccc(Cl)cc3)CC2)n[nH]c1=O | -8 |
| CCOC(=O)c1ccccc1NC(=O)C(C)Oc1ccccc1 (stereo unspecified) | -7 |
